p53null 39C kill – p53 null cell cytotoxicity, nonpermissive temperature. H1299 p53-null (neo) cells, 39C, ATPlite viability, 24 h. Potency, µM (series often up to 46.1 µM), for inactives: at the top dose activity, negative = cell killing, hits mostly cytotoxic. 0.97% of 55,000 active;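 further: potency means the concentration at half of the fitted maximal effect; 0% = DMSO only and -100% = full killing by 100 µM tamoxifen; nearly all actives have a fitted effect of over 50% in size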
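Concentration-response (up to 46 uM) was run for 24 h at the nonpermissive 39C on H1299-p53A138V or H1299-neo cells. ATP content was measured with ATPlite luminescence. AC50 values were Hill-modeled after normalizing between DMSO and 100 uM tamoxifen killing.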
FH mod – Identification of activators of human fumarate hydratase by quantitative high-throughput screening; FH coupled MDH/diaphorase resazurin fluorescence, 15 min; Potency, µM (top dose mostly 79.9 µM), for inactives: at the highest dose activity change, negative = inhibition, most hits filed as inhibitors; 0.22% of 54,000 active; Fumarate hydratase, mitochondrial (Homo sapiens), P07954; further: potency means the concentration at half of the fitted maximal effect; on the % scale 0 is the no-effect control and ±100 the full control effect; the screen sought activators but most active calls are inhibition curves; nearly all actives have a fitted effect of over 45% in size
Target sequence (P07954 whole entry, looked up): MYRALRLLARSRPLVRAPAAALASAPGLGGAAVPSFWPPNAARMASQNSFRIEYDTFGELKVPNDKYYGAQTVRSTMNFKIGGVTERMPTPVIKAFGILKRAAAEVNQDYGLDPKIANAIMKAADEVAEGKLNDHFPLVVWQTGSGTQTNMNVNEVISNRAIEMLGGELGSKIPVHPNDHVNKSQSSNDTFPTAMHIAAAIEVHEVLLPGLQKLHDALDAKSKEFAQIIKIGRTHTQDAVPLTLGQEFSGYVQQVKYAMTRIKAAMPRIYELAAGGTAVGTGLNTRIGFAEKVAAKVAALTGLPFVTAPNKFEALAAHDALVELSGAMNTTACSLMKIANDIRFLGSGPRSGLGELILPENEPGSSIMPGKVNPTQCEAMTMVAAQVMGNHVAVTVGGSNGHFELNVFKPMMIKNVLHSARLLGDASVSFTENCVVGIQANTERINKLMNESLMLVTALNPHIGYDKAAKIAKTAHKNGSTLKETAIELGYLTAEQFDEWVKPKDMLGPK
GALK inh – GALK (human) enzyme inhibition | recombinant GALK, Kinase-Glo ATP luminescence, 1 h | Potency, µM (titrated, usually from 57.5 µM), inactives show at the highest dose activity, negative = inhibition, actives largely listed as inhibitors | 44,000 tested, under 10 active | AID 1347072;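 further: plate controls were full GALK reaction for no effect and reaction lacking GALK for full effect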
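Luminescent ATP-depletion readout (Kinase-Glo Plus, 10 min) after 1 h RT reaction of 5 nM GALK, 35 uM ATP, 100 uM galactose, pH 8.0 HEPES buffer. Decreased kinase activity scored as inhibition.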
NTMT1 inhibitor – NTMT1 methyltransferase inhibition. Q9BV86. NTMT1 MTase-Glo SAH luminescence, purified enzyme. Potency, µM (doses to about 114 µM), inactives show top-dose activity change, negative = inhibition, actives largely listed as inhibitors. 2.5% of 59,000 active;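 further: potency means the concentration at half of the fitted maximal effect; plate controls were DMSO vehicle for no effect and no enzyme for full effect; nearly all actives have a fitted effect of over 65% in size; many of its hits are not listed in these tables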
p53null 32C kill – selectivity test: cytotoxicity in p53 null cells, permissive temperature; H1299-neo p53 null cells, ATP luminescence, 24 h, 32C; Potency, µM (top dose mostly 46.1 µM), for the others: at the top dose activity change, negative = cytotoxicity, usual class: cytotoxic; 0.62% of 55,000 active; AID 903;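 further: potency means the concentration at half of the fitted maximal effect; 0% = DMSO only and -100% = full killing by 100 µM tamoxifen; nearly all actives have a fitted effect of over 55% in size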
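H1299-neo (p53 null) cells, 600/well, treated 24 h at 32C with compound up to 46 uM; ATPlite luminescence viability, normalized to DMSO and 100 uM tamoxifen; AC50 by Hill fit.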
TSG101-PTAP inh – TSG101-PTAP interaction inhibition, HIV-1 budding; Q99816; Fluorescence polarization, FITC-PTAP peptide/Tsg101, 20 min; Potency, µM (series often up to 115 µM), for the others: top-dose activity change, negative = inhibition, usual class: inhibitors; 44,000 tested, under 10 active; AID 1347069; further: potency means the concentration at half of the fitted maximal effect; 0% is about no effect
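Fluorescence polarization: Tsg101 binding domain (10 uM final) in 10 mM HEPES pH 7.5, 0.15 M NaCl, 0.01% Tween 20, 3 mM EDTA, 0.1 mM TCEP; compounds pinned; FITC-PTAP peptide 50 nM final; 20 min, r.t.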
B2AR arrestin ag – beta-arrestin recruitment by human beta2-adrenergic receptor ligands | HTLA Tango cells, beta-arrestin recruitment, luciferase luminescence, 18 h | 44,000 tested, under 10 active | Potency, µM (doses to about 46.1 µM), without a hit: top-dose activation, actives largely listed as activators;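 further: potency means the concentration at half of the fitted maximal effect; 0% = DMSO and full agonism = EC100 isoproterenol or metaproterenol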
Target sequence (P07550 whole entry, looked up): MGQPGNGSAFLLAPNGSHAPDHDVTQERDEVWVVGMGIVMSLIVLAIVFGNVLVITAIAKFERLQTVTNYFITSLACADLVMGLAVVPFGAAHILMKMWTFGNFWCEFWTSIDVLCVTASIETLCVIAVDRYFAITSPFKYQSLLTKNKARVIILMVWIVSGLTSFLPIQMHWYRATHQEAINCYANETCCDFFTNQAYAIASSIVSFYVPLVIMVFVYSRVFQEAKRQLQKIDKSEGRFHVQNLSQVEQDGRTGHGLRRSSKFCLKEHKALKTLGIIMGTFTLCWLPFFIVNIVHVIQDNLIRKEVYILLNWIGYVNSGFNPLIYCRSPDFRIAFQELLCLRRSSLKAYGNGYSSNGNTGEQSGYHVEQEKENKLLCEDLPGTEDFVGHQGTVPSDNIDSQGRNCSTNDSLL
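Tango cells (recombinant beta2-AR, beta-arrestin, tTA-driven luciferase), 1500/well in DMEM 1% FBS, treated 18 h at 37 °C with compounds up to 46 µM; luciferin mix added, luminescence read after 15 min; %activity curves fitted and curve-classed.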
* marks the source's active call; other numbers are inactive results; ? = inconclusive; . = not tested or not shown; [ ] = another dose, or the depositor's remark. The call rests on the fitted dose curve; in most records, active means well fitted curve in the direction sought with a large enough effect; inconclusive means small, poorly fitted or top-dose-only effect, or another doubt; inactive means no such curve, though single readings can be large; an effect the other way counts as inactive or inconclusive.

| cpd | SMILES | p53null 39C kill | FH mod | GALK inh | NTMT1 inhibitor | p53null 32C kill | TSG101-PTAP inh | B2AR arrestin ag |
| --- | --- | --- | --- | --- | --- | --- | --- | --- |
| 1 | O=C(Nc1ccc2nc3n(c(=O)c2c1)CCCCC3)C(=O)Nc1ccccc1F | -20.7% | -2.9% | -1.5% | -2.8% | 4.6% | 1.6% | -3.5% |
| 2 | Cc1ccc2occ(CC(=O)N(Cc3ccc(C(C)C)cc3)C3CCS(=O)(=O)C3)c2c1 (stereo not drawn) | 32.6%[activator] | ? | 7.8% | -1.8% | 23.4% | -9.7% | -0.8% |
| 3 | O=c1c(N2CCN(c3cccc(C(F)(F)F)c3)CC2)csc2ccccc12 | -5.8% | -14.7% | -2.2% | -13.5% | 43.1%[activator] | -4.8% | -2.5% |
| 4 | COc1ccc(-c2nsc(NC(=O)C(C)Oc3ccc(Cl)c(C)c3)n2)cc1 (stereo not drawn) | -12.3% | -37.7% | 3.2% | 25.6% | 36.5%[activator] | 2.2% | -2.2% |
| 5 | O=C(Nc1cc(Cl)ccc1Cl)c1cc(S(=O)(=O)N2CCc3ccccc3C2)ccc1F | 22.5% | 3.9% | -6.5% | -3.7% | -12.2% | 0.6% | 1.0% |
| 6 | CCOC(=O)CSc1nc2c([nH]c3ccccc32)c(=O)n1-c1ccc(OC)cc1 | 4.0% | -0.3% | 3.6% | -0.3% | -12.7% | 0.1% | 0.9% |
| 7 | O=C1CC(c2c(F)cccc2Cl)c2c(ccc3ccccc23)N1 (stereo not drawn) | 12.2% | -25.7% | 2.3% | ? | 36.3%[activator] | -0.1% | -0.9% |
| 8 | CC(=O)N1CCc2cc(Br)cc(S(=O)(=O)N3CCC(C)CC3)c21 | -13.3% | -4.8% | -1.0% | 11.4% | -1.1% | -10.3% | -0.1% |
| 9 | O=C(Nc1ccc(F)cc1)Nc1ccc2snnc2c1 | ? | -9.4% | 1.0% | -0.9% | 6.1% | 0.9% | -3.7% |
| 10 | Cc1cccc(N2CCN(C(=O)c3cnn(-c4ccccc4)c3C3CCN(C(=O)OC(C)(C)C)CC3)CC2)c1C | 12.7% | ? | -0.1% | -4.4% | 30.5%[activator] | -3.0% | -0.1% |
| 11 | O=C(O)c1ccc(Cn2c(SCc3ccc(F)cc3)nc3ccncc32)cc1 | ? | -25.1% | 6.7% | 6.0% | ? | -0.4% | 0.2% |
| 12 | COc1ccc(-c2c(C)c3ccc(O)c(CN4CCOCC4)c3oc2=O)cc1OC | -1.4% | -0.3% | 1.5% | -3.7% | -3.6% | -3.5% | 0.0% |
| 13 | Cc1c(C(=O)Nc2ccccc2Cl)oc2ccc(S(=O)(=O)N3CCCCCC3)cc12 | 10.1% | -1.9% | 1.5% | 22.0% | -5.6% | 2.8% | -0.1% |
| 14 | O=c1c(-c2cc(-c3ccccc3)nc3c2COc2ccccc2-3)coc2ccc(Cl)cc12 | . | 1.0% | -1.7% | -22.6% | . | 0.1% | 1.1% |
| 15 | O=C(NCCc1csc(-c2ccc(F)cc2)n1)c1ccc(Br)o1 | 2.6% | -21.0% | -3.1% | -22.4% | 3.0% | -0.2% | -0.1% |
| 16 | Cc1oc2c(c1C(=O)Nc1cccc(Br)c1)C1=NCCN1C=N2 | -0.4% | -3.1% | 3.0% | 3.4% | -8.4% | -2.1% | -0.1% |
| 17 | COc1ccc(NC(=O)CN(C)S(=O)(=O)c2ccc3[nH]c4c(c3c2)CCCC4)cc1Cl | -13.6% | -27.8% | -7.1% | 2.0% | 4.5% | 2.3% | -0.2% |
| 18 | CCCn1cc(S(=O)(=O)c2ccc(CC)cc2)c(=O)c2cc(F)c(N3CCN(C)CC3)cc21 | -5.6% | -34.0% | -0.5% | -3.2% | -5.4% | -2.0% | 0.3% |
| 19 | CCOC(=O)c1ccc(N2C(=O)c3n[nH]c(-c4cccs4)c3C2c2cccc(O)c2)cc1 (stereo not drawn) | 20µM* | ? | 6.1% | -1.3% | 20µM* | -8.2% | 0.6% |
| 20 | O=C1CN(C(=O)COc2ccc(Cl)cc2)C(c2ccc(F)cc2)c2cc(Cl)ccc2N1 (stereo not drawn) | 12.3% | -26.5% | 0.0% | 12.1% | 25.4% | -3.9% | 1.0% |
| 21 | COc1ccc(OC)c(NC(=O)CC(=O)Nc2ccc3nc4n(c(=O)c3c2)CCCCC4)c1 | ? | -12.8% | -3.3% | -19.8% | -4.3% | -9.2% | -2.5% |
| 22 | COCCn1c(SCC(=O)Nc2ccc(Br)cc2)nc2c([nH]c3ccccc32)c1=O | 18.8% | -1.5% | -5.3% | 15.2% | -1.9% | 0.2% | -0.2% |
| 23 | O=C(CCn1c(=O)c2cccn2c2ccc(F)cc21)NCCc1ccc(Cl)cc1 | -13.4% | -0.4% | 3.0% | -3.9% | 5.6% | -0.4% | 0.0% |
| 24 | CCc1ccc(-c2nc(CN3CCC(C(=O)NCCc4ccc(Cl)cc4)CC3)c(C)o2)cc1 | -16.5% | -4.2% | 7.4% | 2.9% | 0.5% | 0.9% | ? |
| 25 | CCOc1ccccc1NC(=O)Cn1c(=O)n(Cc2ccccc2)c(=O)c2c(C)c(C)sc21 | 15.4% | -15.3% | 0.1% | -7.4% | 1.5% | 3.2% | 0.8% |
| 26 | CCn1c2ccccc2c2cc(CN3CCN(Cc4ccccc4F)CC3)ccc21 | -14.1% | -33.2% | 2.2% | -29.6% | -13.2% | 0.2% | 0.4% |
| 27 | Cc1cc(C)n(-c2nc3ccccc3nc2Nc2ccc(N(C)C)cc2)n1 | 8.6% | -20.8% | 5.3% | 4.8% | -4.5% | 1.8% | 0.6% |
| 28 | Cc1ccc(S(=O)(=O)N2CCc3cc(C(=O)N(C)Cc4ccccc4)ccc32)cc1 | 2.2% | -21.1% | 0.6% | -2.8% | 22.5% | -7.6% | -1.6% |
| 29 | COc1cccc(CNC(=O)Cn2ncc3c(=O)oc4ccccc4c32)c1 | 19.1% | 4.4% | -0.1% | 2.9% | 11.6% | -5.0% | -0.1% |
| 30 | COc1ccc(-c2noc(-c3ccc(NCc4cccnc4)c([N+](=O)[O-])c3)n2)cc1OC | -14.4% | -14.2% | 1.3% | -3.0% | 1.8% | 3.6% | -0.1% |
| 31 | CCOCCSc1c(C)cnc2c1c(=O)n(C)c(=O)n2C | -2.5% | 22.0% | 1.7% | -22.2% | -2.8% | -3.1% | -3.7% |
| 32 | CCC(=O)N1c2ccccc2CC1C(=O)N1CCN(c2cccc(OC)c2)CC1 (stereo not drawn) | -17.6% | -5.6% | 1.7% | ? | -8.4% | -2.6% | -0.1% |
| 33 | Cc1ccc(C)c(N2CCN(c3nc4ccccc4n4c(C)nnc34)CC2)c1 | ? | -11.0% | 0.4% | -2.2% | 32.6%[activator] | 0.2% | 1.1% |
| 34 | Cc1ccccc1CNC(=O)c1ccc(-c2nc(CS(=O)(=O)c3ccccc3)c(C)o2)cc1 | 8.8% | 3.1% | -0.6% | ? | -15.8% | 1.0% | 1.2% |
| 35 | COc1ccc(-c2nc(C)c(CCNC(=O)c3cccs3)s2)cc1OC | 11.8% | -7.4% | -0.8% | -5.9% | -25.2% | -11.7% | 0.5% |
| 36 | COc1ccc(C(=O)c2oc3ccccc3c2NC(=O)COc2cccc(C)c2)cc1 | 20.7% | -3.0% | -1.0% | 17.3% | 2.4% | -1.5% | -1.0% |
| 37 | COc1ccccc1CNC(=O)CN1C(=O)CSc2ccc(S(=O)(=O)N3CCCC3)cc21 | -14.0% | -9.1% | 5.5% | 9.2% | -3.3% | 1.7% | -0.9% |
| 38 | CCc1nnc(NC(=O)c2nc(S(C)(=O)=O)ncc2Cl)s1 | -10.7% | 28.9% | 1.1% | 6.9% | 5.6% | -3.8% | -1.3% |
| 39 | Cc1ccc2oc(-c3cc(NC(=O)CC(C)C)ccc3Cl)nc2c1 | -2.7% | . | 1.1% | . | -15.9% | 2.7% | 0.5% |
| 40 | COc1ccc(NC(=O)CSc2nnc(NC(=O)Nc3ccc(OC)cc3)s2)cc1 | 21.6% | 3.3% | -0.1% | -6.4% | ? | -0.8% | -1.1% |
| 41 | CN1CCc2nc3sc(C(=O)c4ccc(F)cc4)c(N)c3cc2C1 | 1.1% | -0.8% | 6.2% | ? | -2.2% | 13.6% | -0.6% |
| 42 | COc1cccc(C(=O)c2cn(CC(=O)Nc3cc(Cl)c(OC)cc3OC)c3nc(C)ccc3c2=O)c1 | -2.5% | -8.1% | 1.2% | -12.0% | 0.9% | 11.2% | 0.6% |
| 43 | Cc1cccc(OCC(=O)NCc2ccc3c(c2)CCN3C(=O)c2ccccc2)c1 | 26.8% | -13.1% | -2.1% | 5.1% | -0.6% | -4.0% | -1.5% |
| 44 | CCC(=O)N1CCc2cc(CNS(=O)(=O)c3ccc(CC(C)C)cc3)ccc21 | -6.7% | -14.7% | 0.6% | -15.1% | -3.8% | -0.6% | -0.6% |
| 45 | CN(C)CCNc1ncnc2c1cnn2-c1cccc(Cl)c1 | 10.5% | -6.1% | -5.2% | -18.0% | 2.1% | -5.0% | -0.6% |
| 46 | CCc1ccc(NS(=O)(=O)c2c(C)nc3sc(CC)nn3c2=O)cc1 | -13.9% | 1.8% | 0.7% | 4.3% | -2.0% | -7.6% | 0.2% |
| 47 | COc1cccc(CNC(=O)CSc2nnc(C)c3c(C)n(-c4ccccc4)nc23)c1OC | ? | -11.1% | -2.3% | -4.0% | 12.7% | -4.0% | 0.6% |
| 48 | Cn1nc(C(=O)NCc2ccccc2Cl)c2c1-c1ccccc1SC2 | 23.3% | -14.5% | 4.1% | -24.3% | -4.8% | -0.2% | -3.4% |
| 49 | O=C(CCS(=O)(=O)c1nc(-c2ccc3c(c2)OCO3)cc(C(F)(F)F)n1)Nc1ccccc1F | 139.4%[activator] | -6.3% | 0.0% | 1.4% | 46.5%[activator] | 0.1% | 0.4% |
| 50 | COc1cc(NC(=O)NCCN2CCN(c3ccccc3)CC2)cc(OC)c1OC | ? | -9.5% | -0.2% | 0.9% | 1.5% | -2.4% | 0.5% |
| 51 | COc1cccc2cc(-c3nnc(Nc4c(F)cccc4F)s3)c(=O)oc12 | 5.8% | 4.6% | 2.4% | -1.9% | ? | -1.4% | -3.5% |
| 52 | COc1cc(NS(=O)(=O)c2ccc3[nH]c4c(c3c2)CCCC4)cc(OC)c1OC | ? | ? | 0.3% | -16.1% | -2.2% | -5.1% | -0.4% |
| 53 | COc1ccc(-c2cc(C(F)(F)F)nc(SCC(=O)NCCc3ccc(OC)c(OC)c3)n2)cc1 | -1.9% | -8.1% | 5.3% | -1.9% | -0.8% | -2.4% | -1.7% |

High-throughput results deposited in PubChem BioAssay by National Center for Advancing Translational Sciences (NCATS).

Only part of the results is shown (hit frequency here may not be typical).
